High-throughput results deposited in PubChem by National Center for Advancing Translational Sciences (NCATS).
Tau fluor counter = counter-screen for tau fibril formation inhibitors; 280,000 compounds, 0.93% hits; tau K18 P301L Alexa594 fluorescence, heparin fibrillization; Potency, µM (doses to about 57.7 µM), for inactives: at the top dose activity change, negative = decrease; AID 1463; also: % is scaled to controls: 0 for no effect and ±100 for the full control effect; nearly all actives have a fitted effect of over 55% in size
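Human K18 P301L tau (15 uM unlabeled plus 0.24 uM Alexa 594-labeled, final) in 100 mM sodium acetate pH 7 was mixed with compound and 20 uM heparin and incubated 6 hr at 37 C.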
GAA inhib = inhibitors of human lysosomal alpha-glucosidase; P10253; purified human GAA, 4-MU-alpha-glucoside fluorescence; Potency, µM (highest dose often 76.9 µM), inactives show at the top dose activity change, negative = inhibition, most hits filed as inhibitors; 200,000 compounds, 0.005% hits;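 also: plate controls were uninhibited enzyme wells for no effect and no-enzyme background for full effect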
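AC50 values come from Hill fits of compound titrations (up to 77 uM) against 4 nM human enzyme. Substrate 4-methylumbelliferyl-alpha-D-pyranoside at 400 uM, pH 5.0 citrate buffer, 20 min room temperature; fluorescence Ex 365/Em 440 after alkaline stop.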
aGal spleen mod = inhibits or activates alpha-galactosidase in human spleen homogenate. human spleen homogenate, 4MU-alpha-Gal fluorescence, 40 min. Potency, µM (titrated, usually from 80 µM), for inactives: at the highest dose activity change, negative = inhibition, most hits filed as inhibitors. 240,000 compounds, 0.008% hits;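 also: 0% = enzyme with vehicle and -100% = no enzyme basal signal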
Target sequence (P06280 32-429 limits assumed): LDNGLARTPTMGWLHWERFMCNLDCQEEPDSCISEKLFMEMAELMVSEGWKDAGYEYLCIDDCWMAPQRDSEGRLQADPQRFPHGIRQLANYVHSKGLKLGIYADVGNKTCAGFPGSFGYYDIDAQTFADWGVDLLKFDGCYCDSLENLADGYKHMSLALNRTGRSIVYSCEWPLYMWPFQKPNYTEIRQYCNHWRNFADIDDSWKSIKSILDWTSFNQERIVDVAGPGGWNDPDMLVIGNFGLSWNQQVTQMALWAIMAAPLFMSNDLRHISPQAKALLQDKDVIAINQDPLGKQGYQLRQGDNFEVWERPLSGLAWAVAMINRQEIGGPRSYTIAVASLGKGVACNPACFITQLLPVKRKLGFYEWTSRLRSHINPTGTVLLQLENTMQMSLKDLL
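qHTS titration in buffer at pH 5.0. Alpha-galactosidase activity in spleen homogenate was measured via 4-methylumbelliferone release from 1 mM fluorogenic substrate after 40 min at 37C and a pH 10 stop. AC50 came from Hill fits of control-normalized data.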
Tau FP inhib = tau fibrillization inhibition (FP); P10636; K18 P301L tau heparin fibrillization, Alexa594 FP, 6 h; Potency, µM (highest dose often 57.7 µM), for inactives: top-dose activity, negative = inhibition, actives largely listed as inhibitors; 280,000 compounds, 0.39% hits; also: % is scaled to controls: 0 for no effect and ±100 for the full control effect; nearly all actives have a fitted effect of over 55% in size
Target sequence (P10636 561-689 P618L limits assumed): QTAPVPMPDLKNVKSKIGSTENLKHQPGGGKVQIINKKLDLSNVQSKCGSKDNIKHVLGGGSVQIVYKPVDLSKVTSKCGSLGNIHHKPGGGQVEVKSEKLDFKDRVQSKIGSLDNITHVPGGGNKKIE
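Read-out: fluorescence polarization of Alexa 594-labeled tau (0.24 uM), 555 nm excitation, 632 nm emission. Mixtures held 15 uM unlabeled K18 P301L, compound and 20 uM heparin, pH 7 acetate buffer, incubated 6 hr at 37 C.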
Tau fibril ThT = blocks human tau fibril formation measured by thioflavin T. P10636. AID 1460. Potency, µM (highest dose often 57.4 µM), inactives show at the highest dose activity, negative = inhibition, actives largely listed as inhibitors. recombinant tau K18 P301L (four-repeat tau fragment), heparin-induced fibrillization, ThT fluorescence. 270,000 compounds, 2.1% hits; also: % is scaled to controls: 0 for no effect and ±100 for the full control effect; nearly all actives have a fitted effect of over 55% in size
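K18 P301L tau (15 uM + 0.24 uM Alexa 594-tagged), heparin 20 uM, NaOAc pH 7, 6 h 37 C; ThT 30 uM, 1 h RT, ex 450/em 510 nm.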
GAA glycogen mod = GAA glycogen-cleavage inhibition or activation; P10253; recombinant GAA, glycogen substrate, Amplex Red glucose oxidase fluorescence; Potency, µM (top dose mostly 76.4 µM), without a hit: at the top dose activity change, negative = inhibition, most hits filed as inhibitors; 300,000 compounds, 0.38% hits;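 also: 0% = full enzyme reaction and -100% = no-enzyme basal signal; the screen sought inhibitors and activators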
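Recombinant human enzyme (4 nM); glycogen substrate; 37 C, 40 min, pH 5.0. Readout: coupled glucose oxidase/Amplex Red fluorescence.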
GAA spleen mod = inhibitors or activators of human alpha-glucosidase in spleen homogenate. P10253. human spleen homogenate, 4-MU-alpha-glucoside fluorescence. Potency, µM (top dose mostly 79.9 µM), inactives show top-dose activity change, negative = inhibition, usual class: inhibitors. 240,000 compounds, 0.006% hits. AID 2112;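 also: 0% = enzyme with vehicle and -100% = no enzyme basal signal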
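Human spleen homogenate (1 ug) with 4-methylumbelliferyl-alpha-D-glucopyranoside (1 mM final) in 50 mM citrate/phosphate pH 5.0, 0.01% Tween-20; 40 min at 37 C. Stopped at pH 10; 4-MU fluorescence Ex 365/Em 440 nm; AC50 by Hill fit.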
HTT cytoprotect = cytoprotection in Huntington HTT-Q103 PC12 cell model | PC12 HTT-Q103 induced, cytoprotection, ATP luminescence, 40 h | Potency, µM (series often up to 56.4 µM), for inactives: cytoprotection (ATP increase), hits mostly activators | 230,000 compounds, 0.14% hits;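 also: % of control where 0% means no effect; nearly all actives have a fitted effect of over 45% in size; toxic huntingtin expression switched on by the ecdysone agonist tebufenozide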
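PC12 cells with ecdysone-inducible HTT exon 1 Q103-GFP, induced with 100 nM tebufenozide and co-treated with library compounds in a dose series (1536-well, 1500 cells/well). Cytoprotection read as ATP content by ATPlite luminescence.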
The depositor's hits bear a star; ? = inconclusive; / = no result given; & = joins results of further samples; [ ] = remark or other dose. Calls follow the shape of the dose curve; as a rule, active = well fitted curve in the direction sought with a large enough effect; inconclusive = small, poorly fitted or top-dose-only effect, or another doubt; inactive = no such curve, though single readings can be large; an effect the other way counts as inactive or inconclusive. Potency is read from the fitted curve at half-maximal effect.

SMILES	Tau fluor counter	GAA inhib	aGal spleen mod	Tau FP inhib	Tau fibril ThT	GAA glycogen mod	GAA spleen mod	HTT cytoprotect
CCc1nnc(N/N=C/c2ccccc2F)n1N	-1%	4%	2%	-1%	-14%	?	-4%	-55%[inhibitor]
CSc1nc(N)c(C(=O)NC2CCCCC2)s1	-6%	0%	-1%	-1%	-2%	7%	4%	13%[10 µM]
Cc1ccc(-c2nc(CS(=O)CC(=O)N3CCN(c4ccc(F)cc4)CC3)c(C)o2)cc1 (configuration not stated)	-29%	/	/	-3%	?	-1%[76.3 µM]	/	/
O=C(N=Nc1c(O)[nH]c2ccc(Br)cc12)c1cc(-c2cccs2)nc2ccccc12	-28%	8%	4%	6%	?	24%	11%	-1%
Cc1cc(Cl)c(S(=O)(=O)Nc2ccc3c(c2)OCO3)cc1OCC(=O)NC1CCCCC1	-27%	-1%	-20%	7%	-12%	-3%	-3%	-3%
CCOc1ccc(NC(=O)CCC(=O)NNC(=O)c2ccco2)cc1	-4%	1%	1%	3%	-12%	-8%	-9%	-34%[inhibitor]
COCC(C)Nc1ncnc2c1cnn2-c1ccc(Cl)cc1 (configuration not stated)	-20%	3%[15.4 µM]	-8%	-4%	-15%	7%	-4%	/
Cc1ccc(C)c(OCCn2cc(/C=C(/C#N)C(=O)NCC3CCCO3)c3ccccc32)c1 (configuration not stated)	-24%	-12%	-2%	1%	-13%	1%	-11%	13%[10 µM]
N#CCc1c(C#N)c(N)nc(N2CCN(C=O)CC2)c1C#N	-2%	1%	-10%	-1%	-6%	-3%	-22%	-19%
Cc1cc(NC(=O)c2ccccc2F)n(-c2nc3ccccc3[nH]2)n1	-26%	4%	0%	-4%	2%	4%	-3%	-23%[0.074 µM]
CCc1ccc(/C=N/NC(=O)c2cc(-c3ccccc3OC)nc3ccccc23)s1	-25%	-7%	-8%	-5%	-5%	-1%	-3%	-14%
CCOc1ccc(-c2nc(CN3CCCCC3CCn3cccn3)c(C)o2)cc1 (configuration not stated)	-6%	/	-4%	3%	-7%	-7%	-6%	-3%[10 µM]
CCCCc1nc2c(c3c1C[C@H](C)OC3)CN(S(=O)(=O)c1ccc(C)cc1)CC2	-8%[11.6 µM]	/	-14%[17.5 µM]	3%[11.6 µM]	-2%[11.5 µM]	/	-10%[17.4 µM]	3%[10 µM]
CCc1cccc(NC(=O)CN(C)S(=O)(=O)c2cccc3cccnc23)c1	?	/	-5%	-9%&3%	-10%	5%	-2%	10%[10 µM]
COc1ccc(CCCc2nnc(SCc3nc4ccccc4c(=O)[nH]3)n2C)cc1	1%	6%	-2%	0%	-8%	2%	1%	-11%
Cc1ccc(OCCNC(=O)c2cncc(Br)c2)cc1C	-7%	8%	14%	8%	-9%	-9%	-3%	-14%
O=C(O)CN=C(NS(=O)(=O)c1ccccc1)c1ccccc1	-5%	-4%	16%	1%	-4%	-26%	8%	19%[10 µM]
COc1cccc(OCc2nc3ccccc3n2Cc2ccccc2C)c1	-30%	/	/	0%	?	-12%[76.3 µM]	/	/
Brc1cccc(-c2cnco2)c1	-3%	1%	-17%	-4%	-6%	-11%	-17%	0%
COc1ccccc1CNC(=O)C1CCN(S(=O)(=O)c2cccc3cccnc23)CC1	-6%	-13%[15.4 µM]	2%	-4%	-3%	-6%	1%	-19%
Cc1ccc(C)c(NS(=O)(=O)c2cc3c(cc2C)n(C)c(=O)c(=O)n3C)c1	-2%	/	/	-2%	-7%	1%[76.3 µM]	/	/
Cc1ccnc(NC(=O)C2CCC(CNc3c(N4CCCC4)c(=O)c3=O)CC2)c1 (configuration not stated)	-3%	0%	0%	-5%	-7%	-1%	-9%	6%
CCn1c(C(C)NC(C)=O)nc2ccccc21 (configuration not stated)	3%	-4%	1%	1%	1%	9%	5%	2%
CCN1CCN(Cc2c(O)ccc3c2O/C(=C\c2ccc(C)cc2)C3=O)CC1	-10%	-1%	-9%	10%	14%	5%	-14%	4%[10 µM]
CSc1nc(-c2ccc(Cl)cc2Cl)[nH]c(=O)c1C#N	-5%	?	-3%	-11%	0%	5%	1%	-5%[10 µM]

Part of the list above, showing only GAA inhib, GAA spleen mod and HTT cytoprotect.
mol	GAA inhib	GAA spleen mod	HTT cytoprotect
N#CCc1c(C#N)c(N)nc(N2CCN(C=O)CC2)c1C#N	1%	-22%	-19%
CCOc1ccc(-c2nc(CN3CCCCC3CCn3cccn3)c(C)o2)cc1 (configuration not stated)	/	-6%	-3%[10 µM]

Following part
SMILES	Tau fluor counter	GAA inhib	aGal spleen mod	Tau FP inhib	Tau fibril ThT	GAA glycogen mod	GAA spleen mod	HTT cytoprotect
O=C(CC1C(=O)NCCN1CC1CCCCC1)NCc1ccc(F)cc1 (configuration not stated)	-11%	?	-3%	0%	-8%	6%	1%	10%[10 µM]
Nc1nnc(CCOc2ccc(Cl)cc2)s1	5%	1%	10%	11%	-1%	4%	6%	12%[10 µM]
O=C(O)CCCC(=O)Nc1ccc(N=Nc2ccccc2)cc1	-14%	-7%	-2%	-12%	?	-1%	-5%	-27%
O=C(N/N=C/c1ccc2nccnc2c1)c1ccncc1	3%	/	-2%	4%	-1%	4%	-11%	-11%[10 µM]
Cc1cccc(NC(=O)CSc2cn(CC(=O)N3CCC(C)CC3)c3ccccc23)c1C	-14%	/	/	-7%	?	-13%[76.3 µM]	/	/
CCOCc1nnc(NC(=O)c2cccs2)s1	3%	2%	0%	2%	-7%	-23%	-14%	11%
O=C(NC1CCCC1)c1cnn2c(C(F)(F)F)cc(-c3ccc4c(c3)OCO4)nc12	-1%	-2%	5%	5%	-6%	5%	1%	-26%
COc1ccc(-c2nc(C)c(C(C)=O)n2O)cc1OC	-11%	-24%	?	6%	?	-3%	-10%	-9%[10 µM]
Cc1ccc2c(c1)N(CC(=O)NCCCN1CCCCC1)C(=O)c1cccnc1O2	5%	/	/	-5%	6%	16%&14%[76.3 µM]	/	/
Cc1cc(OCCOCCN(C)C)ccc1Cl	5%	3%	-8%	0%	-1%	9%	3%	-8%[10 µM]
Cc1ccc(S(=O)(=O)N2CCN(c3ccnc4cc(Cl)ccc34)CC2)cc1	-11%	?	0%	5%	-18%	-8%	-3%	-99%[inhibitor]
CCc1ccc(N2CC(c3nnc(NC(=O)c4ccco4)s3)CC2=O)cc1 (configuration not stated)	-12%	/	/	0%	-3%	-4%[76.3 µM]	/	/
Cc1ccc(N2CCN(Cc3nnc(-c4ccccc4F)o3)CC2)c(C)c1	-14%	/	/	3%	?	-6%[76.3 µM]	/	/
Cc1ccc(NC(=O)COc2ccc(Br)cc2C)cc1	-4%	-4%	-4%	3%	-5%	-5%	-9%	-13%[0.074 µM]
C#CCOCCOCCOCCNc1nc(N2CCN(C(=O)Cn3cc(CCCCN)nn3)CC2)nc(N2CCN(C(=O)[C@H](C(C)C)n3cc(CCO)nn3)CC2)n1	-5%	-2%	15%	3%	-7%	8%	11%	/
CCOC(=O)c1sc(N2N=C(C)/C(=C\c3ccc(OCC(=O)OC)cc3)C2=O)nc1C	-19%	-1%	-4%	12%	?	7%	-3%	21%[10 µM]
COc1ccccc1-c1n[nH]c(=S)n1Cc1ccco1	-4%	2%	1%	0%	-7%	-9%	5%	?
N/C(=N\O)c1ccc(Cl)cc1Cl	1%	/	3%	1%	-1%	3%	7%	3%[10 µM]
Cc1ccc(Oc2ncccc2/C=N/O)cc1	0%	-6%	-6%	0%	-7%	0%	-7%	-1%
Cc1ccccc1C1CC(c2ccc(Br)cc2)Nc2nc(N)nn21 (configuration not stated)	-2%	-6%	1%	8%	-3%	-3%	-2%	28%[10 µM]
CCN(CC)c1ccc(/C=N/NC(=O)C(O)c2ccccc2)cc1 (configuration not stated)	-27%	?	?	2%	?	-3%	9%	-6%[10 µM]
O=C(Nc1cnc2ccccc2c1)c1ccco1	-5%	-4%	-6%	?	2%	-6%	5%	-14%
CCOC(=O)C1CCCN(c2cc(=O)n(-c3ccccc3Cl)c(=O)[nH]2)C1 (configuration not stated)	8%	3%	8%	-2%	-1%	2%	1%	7%[10 µM]
CC1CC(C)(C)NC(=S)N1CCC(=O)Nc1ccc2c(c1)OCCO2 (configuration not stated)	0%	2%	-6%	4%	-5%	3%	-5%	2%[10 µM]
COc1cc(/C=N/O)cc(Br)c1OS(=O)(=O)c1ccc(C)cc1	?	-11%	-20%	?	?	-9%	1%	-38%[inhibitor]

Remaining list, next part
SMILES	Tau fluor counter	GAA inhib	aGal spleen mod	Tau FP inhib	Tau fibril ThT	GAA glycogen mod	GAA spleen mod	HTT cytoprotect
C=C(C)Cn1c(=S)[nH]c2ccccc2c1=O	0%	-1%	-17%	-3%	4%	9%	-4%	-4%
COC(=O)c1[nH]c2ccccc2c1NC(=O)CCN1CCSCC1	-2%	11%	1%	-3%	0%	7%	5%	-27%[0.074 µM]
O=C(NNC(=O)C12CC3CC(CC(C3)C1)C2)c1ccccn1	-8%	/	5%	?	-7%	5%	3%	33%[10 µM]
Clc1ccc(OCCCN2CCCC2)cc1Cl	6%	1%	-1%	2%	5%	5%	-4%	6%[10 µM]
CSCC[C@H](NC(=O)OC(C)(C)C)C(=O)N/N=C/c1cccc2nccnc12	-15%	/	0%	0%	-12%	1%	1%	14%[10 µM]
CCc1cc(C(=O)O)c(NC(=O)/C=C/c2ccc(OC)cc2)s1	?	/	3%	-2%	13µM*	-5%	6%	-4%[10 µM]
Clc1ccc(OCCCc2nc(-c3ccncc3)no2)c(Cl)c1	-21%	-6%	11%	-5%	?	-9%	2%	-15%
CCn1c(SCC(=O)Nc2ccc(S(N)(=O)=O)cc2)nnc1-c1ccccc1OC	4%	3%	5%	-3%	2%	-15%	2%	10%
COc1ccc(OC)c2c1sc(=NC(=O)c1cccc(N3C(=O)CCC3=O)c1)n2C	1%	3%	0%	-1%	-10%	0%	-5%	4%[10 µM]
Cc1ccc(NC(=O)C(Cc2ccccc2)NS(=O)(=O)c2cccs2)cc1Cl (configuration not stated)	-3%	/	/	?	3%	-4%[76.3 µM]	/	/
